Compound activity (PubChem BioAssay)
IEC-6 tox – kills IEC-6 intestinal cells in KLF5 counter-screen. 290,000 tested, 0.78% active. inhibition, % at 5 µM. IEC-6 cytotoxicity, luminescence viability; in the data active = inhibition above about 22%;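 also: 0% = plate median of test compound wells and 100% = cytotoxic reference compound wells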
AI-2 QS mod – modulators of Vibrio harveyi AI-2 quorum sensing system | activity change, % at 7.5 µM | 300,000 tested, 0.4% active | Vibrio harveyi JMH597 AI-2 luminescence/OD600 ratio, 9 h; hits give low values; strain lacks LuxN and CqsS sensors; 0 = neutral-control median; in the data active = activity change below about -75%, passing the limit was not always enough;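 also: luminescence divided by OD600 gain over 9 h not by final OD600 alone; inactives centre near 13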
aSyn UTR inh – 5' untranslated region of α-synuclein, MLPCN primary screen. alpha-synuclein 5'UTR reporter, inhibitor activity. inhibition, % (tested at 7.5 µM). 300,000 tested, 0.82% active; in the data active = inhibition above about 60%;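 also: H4 neuroglioblastoma cells stably carrying SNCA 5'UTR luciferase fusion; 0% = DMSO wells and 100% = positive control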
HSF-1 act – increases HSF-1 driven luciferase reporter signal. NIH3T3-HGL HSF-1 luciferase reporter, MG132, 8 h; 100% = twice DMSO control signal. activation, % at 9 µM. 300,000 tested, 1.7% active;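 active = mean replicate activation of at least 50% with a set share of replicates each reaching 50%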;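 also: 0% = median of the neutral control wells and 100% = twice that signal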
HSP90 refold inh – HSP90 refolding inhibition in rabbit reticulocyte lysate | luciferase refolding luminescence, 3 h | inhibition, % at 5.6 µM | 290,000 tested, 0.91% active | AID 1789;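 active = inhibition above the screen-wide mean plus 3 SD, computed separately per campaign, cut at about 16% in these data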;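 also: 0% = DMSO wells and 100% = 60 µM geldanamycin wells; inhibitors lower the luminescence because luciferase stays unfolded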
KLF5 inhibitor – suppresses KLF5 promoter-driven expression; DLD-1 KLF5 promoter-luciferase reporter, luminescence; inhibition, % at 5 µM; AID 1700; 290,000 tested, 0.23% active;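 active = inhibition above a per-plate limit of that plate's mean compound inhibition plus 3 SD, cut at about 60% in these data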;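 also: 0% = DMSO wells and 100% = LY294002 at 200 µM; higher means less KLF5 promoter-driven luciferase light; inactives centre near -14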
HSF1 inh – HSF1 inhibition. AID 2098. NIH3T3-HGL HSE-luciferase, MG132-induced, luminescence 8 h; hits give low values. 300,000 tested, 0.77% active. activity change, negative = inhibition, % at 7.5 µM (by protocol);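 active = more than half of replicate wells show activity change below -50%, luminescence cut by over half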;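 also: luciferase reports HSF-1 transcriptional activity via heat shock element; 0% = median of DMSO wells and -100% = zero luminescence signal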
PolyA inhibitor – yeast polyadenylation inhibition; calls only at 12 µM; S. cerevisiae SKY197-pL101 polyadenylation reporter, beta-gal luminescence; efflux-impaired pdr1/pdr3 knockout yeast; score 100 = 6 SD above DMSO; 300,000 tested, 0.02% active;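 active = lowest replicate activity score at least 50, where 100 means six control SD above control mean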;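 also: yeast exposed to compound for 9 h at 30 °C; higher score means more reporter readthrough which indicates perturbed polyadenylation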
GSK3A inh – inhibitors of human GSK-3 alpha kinase | 320,000 tested, 0.1% active | AID 2650 | ADP-Glo luminescence, 60 min | inhibition, % at 10 µM;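 in the data active = inhibition above about 50%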;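 also: GST-tagged GSK-3 alpha with peptide substrate and 25 µM ATP; 0% = DMSO neutral wells and 100% = GW8510 positive control wells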
Target sequence (P49840 whole entry, looked up): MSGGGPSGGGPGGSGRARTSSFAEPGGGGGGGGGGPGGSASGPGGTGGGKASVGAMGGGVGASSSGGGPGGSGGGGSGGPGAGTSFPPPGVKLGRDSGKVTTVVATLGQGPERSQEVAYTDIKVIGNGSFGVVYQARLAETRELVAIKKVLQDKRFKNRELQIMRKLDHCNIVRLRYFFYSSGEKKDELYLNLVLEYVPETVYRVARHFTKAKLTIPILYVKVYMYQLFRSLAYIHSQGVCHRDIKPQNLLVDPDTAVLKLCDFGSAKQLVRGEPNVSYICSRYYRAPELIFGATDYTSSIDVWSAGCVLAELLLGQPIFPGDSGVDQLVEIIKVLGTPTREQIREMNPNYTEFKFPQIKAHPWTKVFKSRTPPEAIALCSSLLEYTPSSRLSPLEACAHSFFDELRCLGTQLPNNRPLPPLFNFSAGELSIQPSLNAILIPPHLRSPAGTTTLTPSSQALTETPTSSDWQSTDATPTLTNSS
GSK3B inh – blocks human GSK3beta kinase activity; P49841; GST-GSK3beta kinase, ADP-Glo luminescence, 60 min; hits give low values; activity score (negative = inhibition), % at 10 µM; 300,000 tested, 0.038% active; AID 2097;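 active = more than half of replicate wells score below -50%, meaning over 50% inhibition versus plate controls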;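 also: 0% = median DMSO wells and -100% = median GW8510 positive control wells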
Target sequence (P49841 whole entry, looked up): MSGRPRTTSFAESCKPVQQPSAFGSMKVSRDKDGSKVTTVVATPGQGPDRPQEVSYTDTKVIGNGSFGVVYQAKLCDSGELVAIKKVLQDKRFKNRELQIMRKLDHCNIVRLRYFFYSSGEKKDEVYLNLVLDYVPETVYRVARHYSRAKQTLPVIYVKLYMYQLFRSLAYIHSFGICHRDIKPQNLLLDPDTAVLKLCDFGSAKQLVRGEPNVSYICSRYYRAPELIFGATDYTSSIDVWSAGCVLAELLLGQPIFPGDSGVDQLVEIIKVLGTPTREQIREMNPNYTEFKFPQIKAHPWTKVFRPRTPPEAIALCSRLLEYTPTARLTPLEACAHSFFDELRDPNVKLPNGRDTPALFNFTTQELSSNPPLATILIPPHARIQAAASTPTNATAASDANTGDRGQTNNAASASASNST
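Test system – GST-tagged human GSK3beta kinase, cell-free · Incubation – 60 min enzyme reaction, room temperature · Signal – ADP-Glo luminescence · Also added – peptide substrate and ATP at 25 µM · Controls – DMSO neutral wells and GW8510 at 20 µM as positive · Buffer or medium – Tris/MgCl2 kinase buffer · Measure – Luminescence-derived activity versus plate DMSO and GW8510 wells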
* marks the source's active call; other numbers are inactive results; i = inactive; · = not tested or not shown. Some of the compounds tested; rates above refer to the full screens.

SMILES	IEC-6 tox	AI-2 QS mod	aSyn UTR inh	HSF-1 act	HSP90 refold inh	KLF5 inhibitor	HSF1 inh	PolyA inhibitor	GSK3A inh	GSK3B inh
Cc1ccc2oc(=O)n(CC(=O)N3CCOCC3)c2c1	-4.0	5.8	11.7	0.8	1.4	-7.3	-6.0	i	0.0	-2.1
COc1ccc(-n2c(C)c(C)c3c(NCCO)ncnc32)cc1	-5.2	36.9	-49.1	12.7	-4.0	-38.5	12.0	i	-2.4	-4.1
O=C(Nc1cc(C(F)(F)F)ccc1N1CCOCC1)c1cccs1	2.0	10.2	3.6	-3.7	9.3	-2.9	-1.7	i	1.8	2.0
COc1ccc(-c2c[n+](CC(=O)c3ccccc3)c3n2CCCCC3)cc1	-2.5	3.9	11.2	-8.2	0.7	-26.6	-11.6	i	-0.3	-1.6
O=C(Nc1ccc(F)c(Cl)c1)c1cc(-c2ccco2)on1	0.9	30.1	8.4	6.8	-3.4	-19.1	-0.2	i	-1.8	-0.2
CCCOc1ccc(CSc2nc3ccccc3[nH]2)cc1	8.0	-13.3	-126.6	35.4	-1.6	-51.1	27.0	i	·	3.0
CCOC(=O)c1nnn(-c2nonc2N)c1-c1ccccc1Cl	-3.0	6.3	-6.8	-3.8	3.9	4.6	-8.0	i	54.9*	-24.0
O=C1Nc2ccccc2C1(O)Cc1ccncc1 (stereo unspecified)	1.1	1.3	15.6	-16.9	-0.7	-10.2	-10.4	i	-2.5	-0.7
CN(C)S(=O)(=O)c1ccc(N2CCCC2)c(C(=O)N2CCN(S(=O)(=O)c3ccc(F)cc3)CC2)c1	·	6.2	19.8	15.8	·	·	8.3	i	-8.4	-2.0
CCN(C(=N)N=C(N)N)c1ccccc1	2.8	-3.8	-25.1	·	-1.3	-41.6	·	i	·	-0.6
Cc1ccc(C(=O)N/C(=C/c2ccco2)C(=O)NC2CCS(=O)(=O)C2)cc1 (stereo unspecified)	-9.9	18.9	-20.3	3.5	4.5	-31.6	-3.5	i	-0.4	0.0
Cc1ccccc1N(CC(=O)N/N=C/c1ccc(F)cc1)C(=O)c1ccccc1	-0.8	24.9	-12.9	-0.2	0.9	-33.2	4.1	i	1.7	-0.4
Cc1ccc(-c2nnn(CCC(=O)Nc3ccc4c(c3)OCO4)n2)cc1	4.3	25.3	2.0	-0.1	-4.0	7.5	2.3	i	0.0	-1.0
Cc1n[nH]c(=O)n1-c1ccc(OC(F)(F)F)cc1	-0.3	32.5	-7.5	-10.9	-4.9	8.7	-5.6	i	4.6	3.7
COCCN1C(=O)C(=O)/C(=C(/O)c2ccc(S(=O)(=O)N3CCCCC3)cc2)C1c1ccc(O)c(OC)c1 (stereo unspecified)	-11.8	40.4	-1.3	3.3	-9.4	-18.4	-0.3	i	-0.7	-1.5
Cc1ccc(NC(=O)CN2C(=O)CSc3ccc(S(=O)(=O)N4CCCCC4)cc32)cc1	10.0	21.3	7.3	-1.9	-4.0	-13.2	-4.3	i	-2.7	1.3
CCOc1ccc(NC(=O)CSc2nc3nc4c(cc3c(=O)n2CC)COC(C)(C)C4)cc1	-2.3	25.8	10.2	19.1	4.1	-12.4	6.5	i	-2.5	2.3
CCCOc1cccc(C(=O)Nc2ccc3c(c2)OCCO3)c1	0.3	2.1	-61.8	39.4	20.8*	-82.5	25.3	i	-1.2	4.0
O=C(/C=C/NNC(=O)c1cccc(Br)c1)c1ccccc1	8.6	20.6	-39.5	13.9	3.1	-13.0	0.4	i	-6.4	-2.4
Cc1ccc(Sc2cc(C(=O)NCCN(C)C)c3ccccc3n2)cc1	1.1	9.5	1.5	16.2	1.7	-9.4	4.4	i	7.2	-4.9
COc1cccc(NC(=O)c2ccc(OC(F)(F)F)cc2)c1	·	19.7	-153.2	25.9	·	·	17.4	i	-2.0	-0.6
Cc1nn(-c2ccccc2)c(N2CCCC2)c1/C=C1\N=C(c2ccc(F)cc2)OC1=O	-10.0	4.2	14.5	-8.7	-0.3	-24.6	-4.5	i	·	-0.3
COc1ccc2nc(SCC(=O)NN)cc(C)c2c1	3.9	28.6	-23.3	7.1	3.9	-39.7	6.7	i	-3.3	2.7
COC(=O)c1ccccc1NC(=O)c1cncc(Br)c1	4.5	15.7	-44.9	-3.3	-1.7	-33.5	-3.3	i	-1.5	0.8
COc1cc(NC(=O)Cc2cccs2)ccc1-n1cnnn1	-0.7	9.5	4.0	75.5*	-1.2	19.6	38.3	i	-1.5	1.2
COc1ccc(S(=O)(=O)n2ccnc2C)c(C)c1C	-4.0	6.8	14.1	11.9	-3.4	-22.9	0.9	i	1.2	1.7
Cc1cc(C(=O)N2CCN(c3ccc(F)cc3)CC2)on1	1.4	10.5	17.3	5.3	-5.3	-14.9	1.9	i	0.1	0.6
CCCCCn1c(Sc2nc3ccccc3s2)nc2c1c(=O)[nH]c(=O)n2C	6.8	32.7	-4.8	58.2*	-1.5	-18.1	36.9	i	0.5	1.7
CCOC(=O)N1CCC(NC(=O)Cn2cccc2C(=O)c2ccccc2)CC1	-9.3	11.9	-3.7	6.5	1.1	-7.2	1.0	i	-2.9	2.7
O=C(CCS(=O)(=O)c1cc(Br)cc2c1N(C(=O)C1CC1)CC2)N1CCN(c2ccccn2)CC1	-3.8	2.2	9.6	26.7	-1.0	-22.2	-2.0	i	0.8	1.0
Cc1c(C)c2ccc(OCC(=O)c3ccccc3)cc2oc1=O	1.3	8.3	-80.4	27.4	-4.0	-80.6	18.7	i	-2.0	-0.8
CCc1ccc(CN2CCC(Oc3ccc(C(=O)N4CCCCC4)cc3)CC2)cc1	-5.1	13.2	9.3	-2.7	-7.1	-33.1	-4.5	i	-2.0	9.8
O=C(Nc1cccc(OCC(=O)N2CCOCC2)c1)c1cccc(Cl)c1	-0.1	3.6	-14.2	-1.5	-5.3	-25.0	1.1	i	0.1	1.1
Cc1nc2c(C(=O)N3CCN(C)CC3)cnn2c(C)c1Cc1ccc(Cl)cc1	-5.3	22.8	9.8	-0.7	-3.4	-22.1	-8.1	i	-0.2	1.8
Cc1ccc(C)c(-n2c(-c3csc(C)c3C)n[nH]c2=S)c1	19.7	13.5	14.2	-17.0	3.8	3.5	-8.4	i	0.6	5.0
COc1ccc(C)cc1S(=O)(=O)N(C)CC(=O)N1CCN(c2ccccc2)CC1	-3.3	23.5	5.2	-2.9	-1.4	-5.0	-11.5	i	-2.5	-0.3
O=C1CCC(C(=O)Nc2cccc(Oc3ccccc3)c2)=NN1	8.3	-0.8	2.0	17.8	-2.1	-56.3	8.9	i	-0.7	-0.8
Cc1[nH]n(-c2ncc(-c3ccccc3)s2)c(=O)c1C(c1ccc(Br)cc1)C(C#N)C#N (stereo unspecified)	-0.5	22.5	-19.3	27.5	-1.6	-20.9	2.5	i	-0.9	0.1
CCCCNC(=O)CCn1ccc2cc(S(=O)(=O)N3CCCC3)ccc21	6.2	19.4	-13.4	0.9	-1.9	-19.9	9.3	i	·	0.5
COc1cccc(OC(=O)N2CCOCC2)c1	7.9	13.0	-31.6	-3.3	1.2	-27.6	0.1	i	-0.5	-0.9
C=CCN1c2ccccc2[C@]23C[C@@H](C(=O)OC)N(C(=O)OCC)C2=NC(C(=O)OC)=C(C(=O)OC)[C@H]13	·	-3.1	-6.6	0.8	·	·	0.9	i	-0.4	2.6
CC1CN(c2nc(N(C)c3ccccc3)nc(N)c2[N+](=O)[O-])CC(C)O1 (stereo unspecified)	5.4	9.5	20.0	-2.3	6.0	-22.2	1.0	i	-0.1	-2.0
COc1ccc(-n2nc3ccccc3n2)cc1	10.9	12.2	-93.0	-53.9	6.1	-39.7	-39.3	i	-1.3	-2.9
COCCN1CCN(C(=O)c2ccc3oc(CCCc4ccccc4)nc3c2)CC1	1.7	-4.7	-59.4	-24.9	-2.4	-58.8	-5.9	i	-1.5	5.0
Cc1ccc(-c2nc3cc(N)ccc3o2)cc1	6.3	4.9	-7.3	4.2	8.8	-117.8	9.6	i	-1.3	3.6
CC(=O)Oc1c(Br)cc(N(C(C)=O)S(=O)(=O)c2ccccc2)c2ccccc12	4.0	23.0	29.5	-12.9	2.2	-0.3	4.6	i	2.8	-6.7
CSCC[C@H](NC(=O)Cc1ccc(Cl)cc1)C(=O)N1CCC2(CC1)NCCc1[nH]cnc12	5.1	6.0	-3.3	13.2	1.5	-26.5	3.5	i	-1.2	-1.2
O=C(NC1CCN(Cc2ccccc2)CC1)C1CCN(S(=O)(=O)c2cccc3nsnc23)CC1	-0.8	7.0	13.3	-4.7	-2.6	-26.2	5.3	i	-0.8	0.0
O=C(O)c1ccccc1SCc1nc2ccccn2c1Br	1.5	4.8	13.8	-0.6	1.0	-1.4	-0.4	i	3.6	1.2
COC(=O)Cn1cc([N+](=O)[O-])nc1C	2.5	-1.6	-14.4	3.9	2.6	-2.1	-3.3	i	-0.3	-2.6
Next part:
SMILES	IEC-6 tox	AI-2 QS mod	aSyn UTR inh	HSF-1 act	HSP90 refold inh	KLF5 inhibitor	HSF1 inh	PolyA inhibitor	GSK3A inh	GSK3B inh
Cc1cc(C(=O)N2CCc3ccccc3C2)no1	-4.1	6.8	-10.3	6.7	2.3	-25.7	3.0	i	-2.2	3.8
Cc1oc(CC(C)C)cc1C(N)=O	2.1	13.6	15.4	6.8	0.9	-10.1	4.9	i	-1.2	-5.6
O=C(C1CCCN(Cc2ccccc2F)C1)N1CCc2ccccc2C1 (stereo unspecified)	0.6	10.1	17.2	-18.9	2.9	-51.8	-3.8	i	-1.7	3.5
Cc1cccc(CN2CCCC(C(=O)N3CCCCC3)C2)c1 (stereo unspecified)	-4.5	16.5	4.6	2.5	3.2	-8.5	-7.7	i	-2.2	4.9
CN(C)/C=C(\C=O)c1ncc(C(F)(F)F)cc1Cl	0.1	25.4	-2.1	-12.0	-0.4	6.5	-6.4	i	7.8	-0.5
COc1ccc(-c2csc3nc(C(C)(C)C)oc(=O)c23)cc1OC	2.1	-11.9	-16.2	13.2	-2.8	-1.4	2.2	i	-1.4	-1.9
CC(C)(C)c1ccc(C(=O)Nc2ccccc2NC(=O)c2ccco2)cc1	4.8	-4.7	-20.8	-5.3	-1.7	-20.9	3.8	i	-0.4	-1.8
COC(=O)c1cccc(NC(=S)NCc2ccc(F)cc2)c1	0.7	-59.0	27.9	-11.0	3.4	-17.7	3.9	i	-2.1	2.2
CC[n+]1c(/C=C/c2ccc(OC)c(OC)c2)ccc2ccccc21	0.3	12.6	-117.2	-33.4	-4.9	-53.0	-25.2	i	0.0	-1.3
Cn1c(=O)c2c(-c3cccc(Br)c3)c(C#N)c(N)nc2n(C)c1=O	0.1	1.2	47.0	-10.6	2.1	-17.4	1.3	i	-0.1	-2.4
